# Keap1-Nrf2 PPI = disrupts human Keap1 binding to Nrf2 peptide; Q14145; Keap1 Kelch-Nrf2 peptide fluorescence polarization, 1536-well; inhibition, % at 9.4 µM; 0.15% of 340,000 active; AID 504523; in the data active means inhibition above about 12%;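 further: human Keap1 Kelch domain with fluorescein labeled Nrf2 9mer peptide probe; 0% = neutral control wells and 100% = peptide positive control; higher means more block of Keap1 binding to Nrf2 peptide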
# HTR5A ag ctr = counter-screen for OPRM1-OPRD1 agonists: human HTR5A agonism; 0.61% of 340,000 active; HTR5A agonist assay, luminescence, cell-based; activation, % at 9.3 µM; AID 504692; in the data active means activation mostly above about 9.5%, no sharp cut-off; inactive means mostly below about 7.6%;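 further: 0% = cells with vehicle only and 100% = reference agonist; strong numbers were not always called active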
# MOR-DOR inv ag = inverse agonist of human OPRM1-OPRD1 heterodimerization | P35372+P41143 | cell-based MOR-DOR heterodimer luminescence, inverse agonism | inhibition, % at 9.3 µM | 0.21% of 340,000 active; in the data active means inhibition above about 22%, passing the limit was not always enough;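 further: 0% = cells with DMSO and 100% = wells without cells with DMSO; values of inactives mirror those of a sister screen read the other way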
# Target sequence (P35372 whole entry, looked up): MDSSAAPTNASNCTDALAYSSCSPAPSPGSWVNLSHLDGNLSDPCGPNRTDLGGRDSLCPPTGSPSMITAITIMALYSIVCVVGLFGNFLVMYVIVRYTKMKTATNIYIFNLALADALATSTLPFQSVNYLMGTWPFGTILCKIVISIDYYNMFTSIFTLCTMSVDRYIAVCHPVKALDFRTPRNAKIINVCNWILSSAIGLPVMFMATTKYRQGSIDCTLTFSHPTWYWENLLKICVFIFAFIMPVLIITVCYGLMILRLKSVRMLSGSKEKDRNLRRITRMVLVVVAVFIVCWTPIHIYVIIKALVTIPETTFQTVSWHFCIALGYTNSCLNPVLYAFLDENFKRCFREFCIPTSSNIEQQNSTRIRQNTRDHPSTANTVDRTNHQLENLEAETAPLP
# Target sequence (P41143 whole entry, looked up): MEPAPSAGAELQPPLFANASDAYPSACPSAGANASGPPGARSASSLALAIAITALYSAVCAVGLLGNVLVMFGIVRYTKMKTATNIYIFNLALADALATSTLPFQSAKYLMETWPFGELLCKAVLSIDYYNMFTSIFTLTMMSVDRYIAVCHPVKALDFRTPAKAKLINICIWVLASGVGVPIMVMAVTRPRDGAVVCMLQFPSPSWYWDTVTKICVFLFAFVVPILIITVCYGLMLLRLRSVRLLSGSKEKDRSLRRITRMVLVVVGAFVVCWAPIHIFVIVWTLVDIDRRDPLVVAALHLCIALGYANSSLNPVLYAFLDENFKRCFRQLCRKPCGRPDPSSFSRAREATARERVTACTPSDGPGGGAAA
# RTF Ca sens inh = cardiac RTF calcium desensitization | AID 493244 | 0.12% of 340,000 active | inhibition, % at 7.15 µM | P19429+P45379 | IANBD-labeled cardiac RTF, Ca2+ fluorescence;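 active means inhibition above the mean inhibition of all tested compounds plus 3 SD, cut at about 17% in these data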;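 further: assay run at fixed EC70 calcium of 1.6 mM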
# MOR-DOR ag = agonists of human mu-delta opioid receptor heterodimerization | cells, OPRM1-OPRD1 heterodimerization, luminescence | 0.3% of 340,000 active | P35372+P41143 | activation, % at 9.3 µM | AID 504326; in the data active means activation above about 18%;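 further: 0% = vehicle-treated cells and 100% = reference agonist; values of inactives mirror those of a sister screen read the other way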
# CAL-PDZ inh HTS = blocks peptide binding to the human CAL PDZ domain | Q9HD26 | purified CAL PDZ, TMR-peptide fluorescence polarization, 1 h | inhibition, % at 24.9 µM | 0.92% of 300,000 active | AID 602252;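 active means mean inhibition of at least 30% with at least half of replicates also reaching 30%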;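 further: 0% = DMSO neutral control and 100% = excess unlabeled competitor peptide PRC23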
# HTR5A inv ag = inverse agonist of human HTR5A in OPRM1-OPRD1 counter-screen | HTR5A cell line, luminescence, inverse agonism | P47898 | inhibition, % at 9.3 µM | 0.083% of 340,000 active | AID 504634; in the data active means inhibition mostly above about 23%, no sharp cut-off; inactive means mostly below about 18%;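 further: 0% = cells with DMSO and 100% = no-cell wells with DMSO; some compounds called inactive have numbers as strong as hits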
# V-ATPase pH = yeast V-ATPase proton transport regulation by pHLuorin. S. cerevisiae, pHLuorin cytosolic pH fluorescence. response, % at 10 µM. 0.37% of 350,000 active; in the data active means response mostly above about 7.3%, no sharp cut-off; inactive means mostly below about 5.4%; further: actives read high; inactives centre near 0; some compounds called inactive have numbers as strong as hits; reference of the scale not given here
# cardiac RTF act = cardiac RTF calcium sensitization | AID 493008 | IANBD-labeled TnC RTF fluorescence at EC20 calcium; 0% EC20 calcium, 100% full calcium | P19429+P45379 | activation, % at 7.2 µM | 0.24% of 340,000 active;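 active means activation above the mean over all tested compounds plus 3 SD, cut at about 30% in these data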;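 further: rise in fluorescence read as greater calcium sensitivity of cardiac thin filaments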
# C-LANA FP = blocks KSHV LANA C-terminal domain binding to DNA; MBP-C-LANA/FAM-LBS DNA binding, fluorescence polarization; inhibition, % at 9 µM; 0.078% of 340,000 active;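 active means highest replicate inhibition at or above 60% at 9 µM, even if other replicates fall short; inactive means all replicates below 60% inhibition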;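 further: 0% = neutral control wells and 100% = 4 µM acridine orange control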
# The depositor's hits bear a star; nt = not tested or not shown.
SMILES,Keap1-Nrf2 PPI,HTR5A ag ctr,MOR-DOR inv ag,RTF Ca sens inh,MOR-DOR ag,CAL-PDZ inh HTS,HTR5A inv ag,V-ATPase pH,cardiac RTF act,C-LANA FP
COc1cccc(-n2nnnc2S(C)(=O)=O)c1,-103.2,-1.6,24.0,-11.3,-4.9,0.9,-2.1,3.3,0.5,0.7
COC1(OC)C=CC(=O)C=C1NC(=O)c1ccccc1OC(C)=O,-3.8,-5.1,-12.1,-2.4,2.2,-4.5,-5.6,4.1,8.4,2.6
CN(C(=O)COC(=O)c1ccccc1Cc1ccccc1)c1c(N)n(Cc2ccccc2)c(=O)[nH]c1=O,0.4,-6.6,12.8,-10.7,-2.5,6.9,17.9,3.9,-1.7,2.6
CC1CCCCC1NC(=O)CCCCCn1c(=S)[nH]c2ccccc2c1=O (configuration not stated),-2.4,4.1,-7.8,-7.8,1.6,1.7,-16.1,-0.8,6.0,-1.1
CN(C(=O)c1cccc(NC(=O)Cc2ccc(NC(=O)C3CCCN(C(=O)C4CCCCC4)C3)cc2)c1)C1CCCC1 (configuration not stated),-4.5,-0.8,5.2,-2.4,-1.1,-5.7,3.1,-0.6,-2.4,-1.2
Cc1ccc(NC(=O)c2ccc(Cl)nc2)cc1,-8.3,-0.1,1.4,-6.9,-0.3,nt,-1.9,2.0,1.7,-0.8
Cc1coc2c(C)c3oc(=O)c4c(c3cc12)CCCC4,-0.1,-1.1,8.3,-3.8,-1.4,-12.0,-1.9,0.0,-8.8,-0.2
CCc1ccc(NS(=O)(=O)c2c(C(=O)N3CCCCCC3)c(C)n(C)c2C)cc1,0.0,2.1,20.6,-7.7,-4.1,2.7,-14.7,3.4,-4.5,-0.2
CCc1cccc(C)c1NC(=O)COC(=O)c1ccc2c(c1)S(=O)(=O)c1ccccc1C2=O,-5.8,6.6,-12.2,2.0,2.3,0.5,26.9,-0.1,2.9,1.1
CCOC(=O)c1ccc(NC(=O)Cn2cccc2)cc1,-4.8,6.6,2.7,-22.4,-0.5,-1.1,-10.9,3.8,5.8,-3.8
COc1ccc(-c2nc3ccccn3c2NCc2ccc3c(c2)OCO3)cc1,-0.3,-2.5,3.4,-4.5,-0.6,-0.8,-40.0,7.4,6.0,-0.2
O=C(OCCOc1ccc(Cl)cc1)c1cc(S(=O)(=O)N2CCCCC2)ccc1N1CCOCC1,-7.6,0.4,-4.6,-3.2,1.2,nt,2.9,-1.7,-2.6,0.2
COc1ccc(/C=C2\N=C3CCCCCN3C2=O)cc1,3.3,-0.2,11.3,-4.3,-1.7,-2.0,0.6,2.3,1.5,1.2
CC(C)(C)OC(=O)NCCCCCO,-1.3,0.1,8.1,14.8,-1.5,-7.4,-3.9,-2.0,2.8,0.0
COc1ccc(C(=O)/C=C/C(=O)N(CC(=O)NCCC(C)C)Cc2cccs2)c(O)c1,-24.6,-1.8,5.5,-3.8,-1.1,-4.8,4.3,3.5,-4.4,-3.5
Cc1ccc(S(=O)(=O)N2CCN(C(=O)COC(=O)C3(C)CC3(Cl)Cl)CC2)c(C)c1 (configuration not stated),-2.1,5.5,-24.5,-3.0,5.9,14.6,-15.3,-0.2,-0.7,-3.1
Cc1cc(OC(=O)c2ccccc2[N+](=O)[O-])c([N+](=O)[O-])c(=O)[nH]1,-6.1,5.1,14.1,-1.3,-2.4,nt,-14.9,2.3,-2.1,0.4
CC(=O)c1cccc(NC(=O)CCNS(=O)(=O)c2cccc3nonc23)c1,4.3,-0.1,3.7,-2.2,-0.8,2.2,-17.7,-3.4,-1.2,0.4
COC(=O)CCC(=O)N1CCCC(CO)(Cc2ccccc2C)C1 (configuration not stated),-4.2,4.3,-0.3,-25.1,0.1,-3.7,-8.8,1.9,-1.3,-0.2
C=CCN1CCc2nc(N)sc2CC1,-4.6,3.9,-1.0,0.2,0.2,-1.3,-14.0,2.5,-2.8,-5.8
CCC(=O)Nc1ncc2c(n1)CC(c1ccco1)CC2=O (configuration not stated),0.0,1.6,3.5,-3.5,-0.6,-2.2,1.6,-1.6,-3.5,-0.7
COc1ccc(COC(=O)c2cccc(S(=O)(=O)N3CCCC3)c2)cc1F,-2.0,6.8,15.8,0.4,-3.1,-0.6,-16.4,-2.2,1.0,1.7
COc1ccc(C2=NOC(C(=O)NCCN3CCOCC3)C2)cc1 (configuration not stated),-1.5,1.0,1.8,-5.9,-0.3,1.5,33.5,-2.2,0.2,-1.1
CCOC(=O)C1=C(C)c2ccccc2OC1(C)C(=O)OCC (configuration not stated),-2.7,-0.6,2.0,-0.8,-0.3,-3.8,2.1,-0.4,-4.9,2.1
CCOC(=O)/C(C#N)=C\C=C1C=CN(C)C=C1,-142.7,-1.8,17.1,-76.4,-4.1,nt,-16.0,-2.0,58.6*,-42.6
SMILES,Keap1-Nrf2 PPI,HTR5A ag ctr,MOR-DOR inv ag,RTF Ca sens inh,MOR-DOR ag,CAL-PDZ inh HTS,HTR5A inv ag,V-ATPase pH,cardiac RTF act,C-LANA FP
CCOc1c(C)cnc2c1c(=O)n(Cc1ccccc1Cl)c(=O)n2C,1.2,4.3,-13.1,-3.2,2.6,nt,2.1,2.8,0.2,0.3
Cc1onc(-c2ccccc2Cl)c1C(=O)Nc1ccc(S(=O)(=O)NCC2CCCO2)cc1 (configuration not stated),2.3,5.9,9.1,-4.7,-1.5,-3.5,-19.0,0.4,-3.9,0.3
Cc1ccc(C)c(CS(=O)(=O)c2cn(CC(=O)N3CCC(C)CC3)c3ccccc23)c1,1.6,6.7,10.5,-12.0,-2.0,-3.0,2.9,-0.2,-12.1,3.1
COc1ccc(C)cc1NC(=O)CSc1nnc(-c2ccc(Br)cc2)o1,0.6,22.0*,-9.1,1.2,1.6,0.1,-16.9,-4.1,5.5,0.5
O=C1NC2(CCCCC2)C(=O)N1Cc1cc(=O)n2ccsc2n1,4.6,2.4,6.9,-0.6,-1.3,nt,-7.5,-2.6,0.9,-0.8
COc1cccc(C(=O)NCCn2ccc3ccccc32)c1,-2.9,0.1,9.5,2.4,-1.7,nt,-34.5,-1.8,0.1,0.5
CCCCNC(=O)COn1nnc2ccc(S(=O)(=O)N3CCOCC3)cc21,-3.7,2.8,5.0,-8.0,-0.9,-0.4,-6.9,-3.1,7.0,-0.5
COc1ccc(C(C#N)c2nc3ccccc3nc2Cl)cc1 (configuration not stated),0.0,-2.7,12.4,0.9,-2.6,-3.7,9.5,-2.8,-3.3,0.6
Cc1ccc(C(=O)O/N=C(\N)c2cccc([N+](=O)[O-])c2)cc1,-0.1,4.9,-27.4,-0.4,5.2,nt,-30.9,-0.3,-4.1,0.4
O=C(c1ccc(F)cc1)N(Cc1ccccc1)C1CCS(=O)(=O)C1 (configuration not stated),-3.5,5.8,9.4,-0.1,-2.0,-3.1,-11.3,-2.8,-5.1,11.5
COc1ccc(/C=N/NC(=O)c2[nH]nc3c2CCc2ccccc2-3)cc1OC,-1.4,6.7,10.4,-4.5,-1.6,-4.6,-16.5,-0.2,-5.4,1.3
OC1(c2ccc(Cl)cc2)CCN(Cc2c[nH]c3ccccc23)CC1,3.0,-1.5,-30.9,1.5,5.6,-4.2,-19.7,-2.5,1.3,3.3
CCOC(=O)c1c(NC(=O)CSc2nnnn2C)sc(C(=O)N(C)C)c1C,3.4,-1.1,9.1,-0.3,-2.0,-1.4,3.1,1.3,0.5,-0.8
Cc1ccc(NC(=O)CN2C(=O)NC3(CCc4ccccc43)C2=O)cc1Cl (configuration not stated),-5.8,6.6,14.5,-9.7,-3.4,3.9,0.0,0.9,-5.3,-2.0
C=C1CCN(Cc2ccccc2)S(=O)(=O)c2ccccc21,2.5,2.9,14.0,8.1,-2.5,7.6,7.6,3.5,-3.8,1.8
Cc1ccc(Nc2nc(-c3cccnc3)nc3ccccc23)cc1,0.3,6.1,11.0,-3.4,-2.2,nt,-21.9,4.3,-4.5,-2.1
CCOC(=O)Cc1cnc(NC(=O)CSc2nc(C)cc(C)n2)s1,-4.5,-0.4,8.6,4.5,-1.6,-8.0,1.1,0.3,3.2,0.5
CN(CC(=O)Nc1ccc(F)cc1)C(=O)c1ccc(N2C(=O)CCC2=O)cc1,-4.0,4.9,5.3,-8.4,-1.4,-0.2,-12.3,-0.9,-3.6,-0.3
COc1ccc(CCNC(=O)COc2ccccc2[N+](=O)[O-])cc1OC,-5.0,-0.2,13.8,-1.8,-2.7,nt,-21.4,-1.4,0.3,-2.7
Cc1cc(NC(=O)CN(C)CC(=O)Nc2ccc(Cl)cc2)no1,1.5,0.7,9.7,-0.1,-1.9,nt,-2.6,-1.9,-6.5,1.2
COC(=O)c1ccccc1NC(=O)CN1CCC(NC(=O)c2ccccc2C)CC1,1.7,-6.7,10.4,-7.1,-2.2,nt,15.9,-1.1,3.1,-2.2
NC(=O)c1ccc(-c2ncc(-c3ccccc3)o2)cc1,-2.1,-2.3,14.0,5.9,-2.5,nt,4.2,2.0,-4.3,1.2
N#CCCn1nc(-c2ccccc2)cc1Nc1ccccc1NC(=O)c1cccs1,-0.9,0.9,-0.1,-5.5,0.0,-9.6,6.7,-13.7,13.9,-0.9
CCCN(CC1CCCO1)C(=O)CCc1nnc(-c2cc(C)on2)o1 (configuration not stated),-2.9,1.9,7.3,2.1,-1.4,nt,0.9,-0.3,10.7,-0.5
COc1cccc(CNC(=O)CCS(=O)(=O)c2ccc3c(c2)NC(=O)CO3)c1,-3.9,-2.2,15.8,-10.8,-3.1,1.0,-3.8,-3.1,-1.7,-1.2
SMILES,Keap1-Nrf2 PPI,HTR5A ag ctr,MOR-DOR inv ag,RTF Ca sens inh,MOR-DOR ag,CAL-PDZ inh HTS,HTR5A inv ag,V-ATPase pH,cardiac RTF act,C-LANA FP
CCOC(=O)C(CC)n1cnc2c(nnn2-c2ccc(C)cc2)c1=O (configuration not stated),2.0,1.8,2.2,-4.5,-0.4,nt,3.2,-3.0,-0.8,0.8
CN(C(=O)COC(=O)Cc1c(Cl)cccc1Cl)c1c(N)n(Cc2ccccc2)c(=O)[nH]c1=O,6.4,-6.4,12.1,3.5,-1.9,-2.2,6.3,-3.2,-2.2,0.1
COc1ccc(NS(=O)(=O)c2ccc(NC(C)=O)cc2)c(OC)c1,0.8,0.5,8.9,-8.9,-1.7,-3.6,-1.3,2.8,2.1,0.9
CCOc1ccc(C2/C(=C(\O)c3ccc4c(c3)OCCO4)C(=O)C(=O)N2CCCN2CCOCC2)cc1 (configuration not stated),-0.3,-0.3,20.7,-2.3,-4.0,-2.6,1.3,-1.4,0.1,1.0
COc1ccc(CN(C)CC(=O)Nc2cccc(S(=O)(=O)N3CCCC3)c2)cc1F,-1.1,0.3,3.1,-8.3,-0.8,nt,-6.5,-2.0,1.4,-1.5
N#CCC(=O)NN=C1CCCCCCCCCCC1,-5.9,9.4,-0.8,-3.2,0.1,0.9,-24.3,-3.4,6.5,0.6
Cc1cc(C)c(S(=O)(=O)NC2CC3CCC2C3)c(C)c1 (configuration not stated),-2.2,4.8,-76.4,-8.9,16.6,nt,-17.8,0.7,-2.7,5.7
c1ccc(CSC2=NCCCN2)cc1,-4.4,6.6,7.2,3.9,-1.2,-0.5,-17.7,2.4,-1.1,0.9

# Screening results deposited in PubChem by several laboratories.
